SR-BI DiI-HDL act – activators of SR-BI mediated HDL lipid uptake | activation, % at 12.5 µM | AID 504775 | 320,000 tested, 0.096% active | CHO ldlA[mSR-BI] cells, DiI-HDL uptake fluorescence, 3 h; 100 = double the neutral-control signal;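 active means mean replicate activation of at least 60% and every replicate at or above 60%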;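 further: 0% = median plate neutral-control signal and 100% = twice that signal; values of inactives mirror those of a sister screen read the other way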
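Test system: SR-BI-overexpressing, LDLR-lacking CHO cells; Medium: Ham's F12 with 0.5% BSA, HEPES 25 mM, pH 7.4; Schedule: 3 h, 37 °C; Technique: bottom-read fluorescence, 550/595 nm.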
dFosB activator – enhances mouse delta FosB homodimer DNA binding | P13346 | purified delta FosB, TAMRA-CDK5 oligo fluorescence polarization; percent of positive-control signal above neutral wells | activation, % at 25 µM | 340,000 tested, 0.99% active;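 active means mean activation above about 17%, with every replicate also reaching it, limit read from the data, passing the limit was not always enough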;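 further: fluorescence polarization rise as delta FosB binds a TAMRA Cdk5 AP-1 oligo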
Target sequence (P13346 whole entry, looked up): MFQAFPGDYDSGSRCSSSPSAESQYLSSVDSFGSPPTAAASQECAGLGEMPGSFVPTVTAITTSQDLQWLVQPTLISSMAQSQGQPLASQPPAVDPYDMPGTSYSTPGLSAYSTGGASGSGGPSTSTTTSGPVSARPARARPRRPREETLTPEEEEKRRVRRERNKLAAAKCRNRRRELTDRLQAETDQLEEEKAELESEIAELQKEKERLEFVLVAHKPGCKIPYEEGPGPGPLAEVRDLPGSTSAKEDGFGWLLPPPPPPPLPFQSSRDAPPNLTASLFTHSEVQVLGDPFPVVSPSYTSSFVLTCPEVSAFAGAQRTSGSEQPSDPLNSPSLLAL
SR-BI DiI inh – inhibitors of mouse SR-BI mediated HDL lipid uptake; Q61009; ldlA[mSR-BI] CHO cells, DiI-HDL uptake fluorescence, 3 h; inhibition, % at 12.5 µM; 320,000 tested, 0.96% active; AID 488896;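 active means mean replicate inhibition of at least 70% and a set share of replicates each scoring 70 or more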;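 further: 0% = median of neutral control wells and 100% = median of positive control wells; values of inactives mirror those of a sister screen read the other way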
Target sequence (Q61009 whole entry, looked up): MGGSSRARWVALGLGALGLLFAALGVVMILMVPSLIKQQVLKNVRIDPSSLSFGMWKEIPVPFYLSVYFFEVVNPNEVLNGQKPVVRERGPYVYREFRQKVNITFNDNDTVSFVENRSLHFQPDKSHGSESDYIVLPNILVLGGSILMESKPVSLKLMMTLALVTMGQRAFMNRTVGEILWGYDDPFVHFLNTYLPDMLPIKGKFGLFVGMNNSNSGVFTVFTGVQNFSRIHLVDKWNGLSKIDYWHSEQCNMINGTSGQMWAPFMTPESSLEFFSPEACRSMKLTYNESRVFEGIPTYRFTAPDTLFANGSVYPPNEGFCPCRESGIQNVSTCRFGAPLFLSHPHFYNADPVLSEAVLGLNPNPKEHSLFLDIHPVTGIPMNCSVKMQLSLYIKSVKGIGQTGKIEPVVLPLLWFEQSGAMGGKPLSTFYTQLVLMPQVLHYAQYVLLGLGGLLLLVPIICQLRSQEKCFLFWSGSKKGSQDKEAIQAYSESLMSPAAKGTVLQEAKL
PKA-R2B act – activators of human PKA-R2B complex; P22694+P31323; PKA-R2B holoenzyme dissociation, Cy5-IP20 fluorescence polarization; R2B truncated from residue 108, S112A mutant; 0% DMSO only, 100% 113 µM cGMP; activation, % at 11.4 µM; 340,000 tested, 0.079% active; AID 504700;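 active means activation above a cutoff set at the mean over all compounds plus 3 SD, cut at about 18% in these data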;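 further: higher means more holoenzyme dissociation and a rise in polarization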
Arrestin-AP2 inh – inhibitors of human beta-arrestin and AP2 interaction. AID 504490. FITC-arrestin peptide / GST-AP2 beads, flow cytometry; AP2 beta2 appendage carries R879A mutation. inhibition, % at 10 µM. 340,000 tested, 0.31% active;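 active means inhibition above a set limit, near 3 SD of compounds lacking own fluorescence, cut at about 54% in these data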;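 further: plate controls were DMSO wells for no effect and 5 µM unlabelled arrestin peptide for full effect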
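Material – AP2 appendage R879A on GSH beads · Buffer or medium – PBS with 0.05% Tween 20 and 0.1% BSA · Probe or stimulus – fluorescein-tagged arrestin peptide at 50 nM final · Incubation – compound with beads 12 min RT, then probe 1 h RT · Detection – high-throughput flow cytometry of beads, ex 488, em 535 nm · Evaluation – percent response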
MITF TRPM1 HTS – MITF TRPM1 promoter activation in melanoma cells; activation, % at 12.5 µM; 300,000 tested, 0.75% active; SK-MEL-5 TRPM1-promoter luciferase, 24 h; % of positive control, neutral wells = 0;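 active means mean activation of at least 80% with every replicate also reaching 80%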;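 further: 0% = neutral control wells and 100% = parthenolide positive control wells; values of inactives mirror those of a sister screen read the other way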
PKA-R1A activ – activates the PKA-R1A holoenzyme complex; 340,000 tested, 0.083% active; PKA-R1A dissociation, Cy5-IP20 fluorescence polarization; scaled: DMSO 0%, 113 µM cGMP 100%; activation, % at 11.4 µM; P00514+P68181;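 active means percent activation above the mean of all tested compounds plus 3 SD, cut at about 19% in these data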;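 further: higher means more PKAc released from R1A so a rise in polarization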
SUMO Mot1 rescue – blocks SUMOylation pathway, rescuing yeast Mot1-301 growth; growth rescue, % at 18.8 µM; AID 2716; 320,000 tested, 1% active; S. cerevisiae Mot1-301 growth rescue, ATP luminescence, 38.5C; percent above DMSO median, 100 means doubled;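 active means every valid replicate shows activation above 250% relative to neutral control wells; inactive means the rest, any valid replicate at or below 250%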;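 further: OY570 slx delta 5 strain wells were the positive control but not used for scaling; some compounds called inactive have numbers as strong as hits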
Pemphigus Ab inh – inhibitors of pemphigus antibody binding to human desmoglein-3; P32926; 310,000 tested, 0.48% active; binding (percent of control), % at 10 µM; DSG3-coupled beads, scFv-anti-DSG3-GFP binding, flow cytometry; active compounds read low;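 active means binding more than 3 SD below its plate's average and above zero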;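 further: hits lower antibody fragment binding to DSG3; some compounds called inactive have numbers as strong as hits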
NSD2 inh – inhibitors of human histone methyltransferase NSD2 | O96028 | NSD2 peptide methylation, AlphaScreen, 120 min | inhibition, % at 12.5 µM | 310,000 tested, 0.54% active; in the data active means inhibition above about 50%
CDK5 p35 inh – CDK5/p35 (human) kinase inhibition | AID 488839 | 330,000 tested, 0.01% active | inhibition, % at 10 µM | Recombinant CDK5/p35, ADP-Glo luminescence, 60 min;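 active means highest replicate inhibition of at least 50% and at least 75% of replicates reaching 50%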;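 further: plate controls were DMSO neutral control for no effect and GW8510 at 10 µM for full effect; many of its hits are not listed in these tables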
* marks the source's active call; other numbers are inactive results; x = no result given.

Every second line gives: SR-BI DiI-HDL act	dFosB activator	SR-BI DiI inh	PKA-R2B act	Arrestin-AP2 inh	MITF TRPM1 HTS	PKA-R1A activ	SUMO Mot1 rescue	Pemphigus Ab inh	NSD2 inh	CDK5 p35 inh
CC(C)c1nc(CNC(=O)CC2C(=O)NCCN2Cc2ccoc2)cs1 (configuration not stated)
    11	-12	-11	3	-3	-9	4	433	101	5	-2.1
CC(=O)Nc1cccc(Oc2ncnc3scc(-c4ccccc4)c23)c1
    -19	-44	19	-4	4	-3	-9	72	94	-1	-0.5
Nc1nonc1-n1nnc(C(=O)N/N=C/c2cc(Br)cs2)c1-c1ccccc1
    -8	-13	8	-9	25	7	3	14	102	2	3.0
O=C(Nc1ncccc1O)c1cccc(S(=O)(=O)N2CCc3ccccc32)c1
    5	5	-5	2	2	-2	-7	x	99	2	-0.1
CCn1c(O)c(N=NC(=O)c2cccc(S(=O)(=O)N3CCCCC3)c2)c2ccccc21
    -3	-18	3	-7	9	-9	-4	-6	x	41	-1.4
CCOC(=O)N1CCC(NC(=O)c2ccc(CS(=O)c3ccc(Cl)cc3)o2)CC1 (configuration not stated)
    6	-3	-6	1	-13	5	-1	226	106	3	0.0
CC(=O)Nc1ccc(NC(=O)CN2C(=O)COc3ccc(S(=O)(=O)N4CCOCC4)cc32)cc1
    15	6	-15	-5	-7	-3	-2	10	96	-4	1.1
O=C(NNS(=O)(=O)c1ccc(F)cc1)C1CCN(Cc2cccc(F)c2)CC1
    2	2	-2	-2	-2	-6	-14	10	102	-2	1.5
Cc1cc2cc3c(cc2nc1SCc1ccc(C(=O)O)cc1)OCCO3
    x	-6	x	-5	4	11	-2	1	98	3	0.9
Cc1cccc(NC(=O)CCS(=O)(=O)c2ccc(Cl)cc2)c1
    22	-7	-22	10	-8	-12	-10	-2	90	-5	-0.1
C/C(=N\OCC(=O)Nn1c(C)nc2ccccc2c1=O)c1ccccc1
    7	-1	-7	0	10	5	5	2	88	-5	0.3
NC(=O)c1ccccc1NC(=O)c1cc(S(=O)(=O)N2CCCCC2)ccc1N1CCOCC1
    25	-8	-25	5	-5	8	-7	-8	99	-4	0.1
CCN(CC)CCCN1C(=O)C(=O)/C(=C(/O)c2ccc(C)cc2)C1c1ccccn1 (configuration not stated)
    -7	-3	7	1	1	7	-4	x	101	2	-2.4
CCc1ccccc1NC(=O)Cn1cccc1C1=NC(c2ccccc2)CO1 (configuration not stated)
    -7	7	7	-9	8	-4	0	1	129	0	0.4
Cc1ccc(C(=O)Nc2ccc(F)cc2F)o1
    2	2	-2	4	5	29	2	-7	102	1	0.4
COc1cc(C(=O)O/N=C(\N)c2ccc([N+](=O)[O-])cc2)cc(OC)c1OC
    -13	-4	13	7	4	-2	-3	12	99	0	-0.9
Cc1ccc(S(=O)(=O)N2CCCC2CNC(=O)c2ccc3c(c2)OCO3)cc1 (configuration not stated)
    14	-11	-14	10	9	-12	5	1	100	0	-0.6
CC(C)c1cc(C(F)(F)F)n2nc(C(=O)O)cc2n1
    -3	3	3	-6	-7	-4	-2	-15	100	1	-0.5
COc1ccc(CN2CCNC(=O)C2CC(=O)N2CCCN(C(C)=O)CC2)c(OC)c1 (configuration not stated)
    11	-2	-11	-3	-13	-2	-4	-10	105	-2	1.0
CCN(CC)c1ccc(NC(=O)Cn2ncc3c(C)n(Cc4ccccc4F)c(C)c3c2=O)c(C)c1
    3	-3	-3	-10	9	11	-5	203	104	0	2.1
CC(Sc1sc(=S)sc1SC(C)C(=O)O)C(=O)O (configuration not stated)
    -16	-10	16	1	6	-7	-5	12	103	3	0.3
CN(CC(=O)NC1CCCCCC1)S(=O)(=O)c1ccc2c(c1)n(C)c(=O)c(=O)n2C
    6	1	-6	4	-6	x	-5	-14	100	x	-2.2
CN(C)C(CNC(=O)c1ccc2c(c1)S(=O)(=O)c1ccccc1C2=O)c1ccco1 (configuration not stated)
    -29	-10	29	8	-2	7	-7	13	101	6	1.4
Nc1nc(NCC2CCCO2)nc(Nc2cccc(F)c2)c1[N+](=O)[O-] (configuration not stated)
    -3	10	3	-2	3	x	-17	2	116	-3	1.9
CCC1(C(=O)OC)NC(c2ccccc2OC)C2C(=O)N(C)C(=O)C21 (configuration not stated)
    -2	2	2	-2	-6	0	-7	3	97	-2	3.1
COc1cccc(N2CCN(S(=O)(=O)c3ccc4c(c3)NC(=O)CS4)CC2)c1
    -5	-1	5	-9	-12	-8	2	11	90	0	-0.3
COc1ccc(C2C(C(=O)c3sc(C)nc3C)=C(O)C(=O)N2CCN(C)C)cc1 (configuration not stated)
    25	-3	-25	1	2	1	-13	-6	104	-3	-0.7
Cc1ccc([N+](=O)[O-])cc1NC(=O)Nc1cccc(F)c1
    -45	14	45	-1	-11	-19	-4	x	90	-1	0.3
CCOC(=O)c1ccc(NC(=O)C(=O)NCc2ccncc2)cc1
    -4	-11	4	-12	8	-3	1	-8	103	-1	-0.9
COc1ccc(CNC(=O)CCSCc2ccc(C)cc2)cc1
    19	-4	-19	-9	5	14	-1	2	105	3	-1.3
COc1cc(C#Cc2c(-c3cncn3C)n(C)c3ccc(-c4cc(OC)c(OC)c(OC)c4)cc23)cc(OC)c1
    7	-4	8	-8	23	-13	-19	30	101	x	1.1
CC(=O)Nc1ccc(NC(=O)C(Sc2ccccc2)c2ccccc2)cc1 (configuration not stated)
    1	-1	-1	9	-11	7	-7	2	x	-2	-0.3
Cc1ccc(-n2nnc(-c3cccnc3)n2)cc1
    5	-1	-5	-5	2	102*	-7	-9	100	x	1.3
CCCCN(C(=O)CCC(=O)Nc1cc(C)on1)C(C(=O)NC1CCCC1)c1ccccc1OCC (configuration not stated)
    -7	-16	7	3	9	-14	2	13	97	-2	-2.4
CCN(CC)CCN1C(=O)C(O)=C(C(C)=O)C1c1ccc(OC)c(OC)c1 (configuration not stated)
    4	2	-4	-1	4	2	12	-21	x	3	1.0
CCOc1ccc(NC(=O)CSc2nnc(-c3ccncc3)n2CC2CCCO2)cc1 (configuration not stated)
    0	3	0	0	-12	-2	-7	400	93	-3	1.9
COc1cc2c(c(O)c1OC)-c1c(cc(OC)c(OC)c1OC)C[C@@H](C)[C@@H](C)C2
    -3	-5	3	-16	2	-3	-9	3	102	x	-1.0
Cc1cc(C(=O)OCC(=O)Nc2cccnc2Cl)c2ccccc2n1
    -4	-3	4	-3	-19	0	-12	105	x	-2	-1.5
CCCn1c(CN2CCN(C(=O)c3ccco3)CC2)nc2cc(S(=O)(=O)N(C)C)ccc21
    3	-9	-3	-12	1	-5	-2	x	109	2	0.9
Cc1cc(C)c(S(=O)(=O)N(C)CC(=O)NCc2cccnc2)c(C)c1
    7	-2	-7	-5	7	-5	4	-5	106	2	0.7
Cc1ccc(CCNC(=O)C2CC(c3cccc(F)c3)=NO2)cc1 (configuration not stated)
    -14	3	14	-21	5	13	-15	22	103	x	-0.9
Cc1ccc(S(=O)(=O)NC(=O)Nc2cc(C)on2)cc1
    21	-3	-21	-1	-3	4	9	5	125	-1	1.5
N#C/C=C/N1CCN(Cc2ccc3c(c2)OCO3)CC1
    22	-5	-22	1	-10	0	-9	-6	117	-2	1.1
O=C(Nc1ccc(S(=O)(=O)NCCc2ccccc2)cc1)c1ccc(Br)o1
    3	6	-3	-9	0	x	-16	9	99	0	-0.4
Cc1ccc(N2C(=O)CC(C)(C)CC2=O)cc1Cl
    27	0	-27	6	-5	3	-8	3	101	8	-0.5
Cc1ccc(S(=O)(=O)NCC(c2ccco2)S(=O)(=O)c2ccccc2)cc1 (configuration not stated)
    -7	-10	7	-9	-4	-1	-4	23	104	-2	0.6
CC(Oc1ccc(-c2ccccc2)c(F)c1)c1ccn(S(=O)(=O)c2ccc(Cl)cc2)n1 (configuration not stated)
    -12	2	12	6	5	7	-3	x	103	x	0.9
Cc1ccccc1C(=O)NC(=S)Nc1ccccc1[N+](=O)[O-]
    -32	-8	32	-2	-5	37	-7	35	99	4	0.8
COc1ccc(NC(=O)CSc2nc3ccc(Nc4nc(N5CCOCC5)nc(N5CCOCC5)n4)cc3s2)cc1
    -22	12	22	11	33	-57	-16	3	125	-1	0.4
O=C(Nc1cccc(S(=O)(=O)N2CCOCC2)c1)c1cc2c(s1)CCC2
    -36	-10	36	-4	23	x	-7	1	99	0	1.0

(further entries)
Every second line gives: SR-BI DiI-HDL act	dFosB activator	SR-BI DiI inh	PKA-R2B act	Arrestin-AP2 inh	MITF TRPM1 HTS	PKA-R1A activ	SUMO Mot1 rescue	Pemphigus Ab inh	NSD2 inh	CDK5 p35 inh
CC#CC(=O)N1CCCC(C(=O)c2ccc(SC)cc2)C1 (configuration not stated)
    -2	-3	2	3	14	x	11	19	120	0	-2.8
NC(=O)/C=C\C(=O)Nc1cccc(C(F)(F)F)c1
    2	-2	-2	-11	-34	26	-12	267	108	4	0.1
Clc1ccc(OCc2nn3c(C4CCCCC4)nnc3s2)cc1
    8	-9	-8	-8	12	0	2	-5	119	-1	0.0
Cc1ccc(C(C(=O)NC(C)(C)C)N(Cc2ccccc2)C(=O)c2snc(C(N)=O)c2N)o1 (configuration not stated)
    32	0	-32	1	8	-2	0	18	84	-1	0.4
COc1ccc(S(=O)(=O)N(CCc2ccccc2)CC(=O)NCCCO)cc1
    1	-4	-1	1	x	-5	-11	347	109	3	-2.7
CCOc1ccc(-c2nc(C#N)c(NCc3ccc4c(c3)OCO4)o2)cc1
    -26	3	26	5	17	x	11	9	101	x	1.7
O=C(OCC(=O)N1CCN(c2ccccc2)CC1)c1cc(Cl)ccc1[N+](=O)[O-]
    -24	-7	24	8	4	3	-8	14	104	0	-0.2
COc1ccc(N2CC(C(=O)Nc3cc(C(F)(F)F)ccc3N3CCCC3)CC2=O)c(OC)c1 (configuration not stated)
    -57	-17	57	4	4	-26	9	6	102	0	-1.9

Bioassay records as filed in PubChem.
